Bioassay records deposited in PubChem BioAssay by National Center for Advancing Translational Sciences (NCATS).
Tb PGK inh = T. brucei PGK inhibition; P07378; PGK/GAPDH coupled, Kinase-Glo luminescence, 60 min; Potency, µM (top dose mostly 57.5 µM), for the others: at the highest dose activity change, negative = inhibition, hits mostly inhibitors; 0.043% of 380,000 active; also: potency is read from the fitted curve at half-maximal effect; % is scaled to controls: 0 for no effect and ±100 for the full control effect; nearly all actives have a fitted effect of over 60% in size
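Luminescent ATP detection (Kinase-Glo Plus) follows a 60-minute room-temperature incubation, with wells lacking PGK as controls. Buffer: 100 mM TEA (pH 7.6), 5 mM MgCl2, 0.01% Tween-20. Coupling enzyme GAPDH (100 nM final) supplies unstable 1,3-BPG in-well.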
Apoferritin bind = candidate novel general anesthetic via apoferritin binding; apoferritin/1-aminoanthracene competitive binding, fluorescence; 0.074% of 350,000 active; AID 485281; Potency, µM (doses to about 77.5 µM), for inactives: at the highest dose activity change, negative = displacement, most hits filed as inhibitors; also: potency is read from the fitted curve at half-maximal effect; % is scaled to controls: 0 for no effect and ±100 for the full control effect; nearly all actives have a fitted effect of over 20% in size
Target sequence (P02791 2-175 limits assumed): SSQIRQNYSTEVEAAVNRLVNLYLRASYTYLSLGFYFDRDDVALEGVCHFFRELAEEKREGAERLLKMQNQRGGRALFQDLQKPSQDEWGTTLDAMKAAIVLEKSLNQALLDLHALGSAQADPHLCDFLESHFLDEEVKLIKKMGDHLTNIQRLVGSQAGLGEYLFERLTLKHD
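Horse-spleen apoferritin (10 uM) was mixed with 50% saturated 1-aminoanthracene in PBS, exposed to compounds for 10 min at room temperature, and read for fluorescence (ex 380 nm, em 535 nm). Competitive displacement was fitted with a four-parameter Hill equation.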
Pol kappa inh = DNA polymerase kappa (human) inhibition | purified Pol kappa, fluorescent DNA synthesis assay, 10 min | Potency, µM (titrated, usually from 107 µM), for inactives: top-dose activity, negative = inhibition, most hits filed as inhibitors | 0.53% of 400,000 active; also: potency is read from the fitted curve at half-maximal effect; % is scaled to controls: 0 for no effect and ±100 for the full control effect
Target sequence (Q9UBT6 whole entry, looked up): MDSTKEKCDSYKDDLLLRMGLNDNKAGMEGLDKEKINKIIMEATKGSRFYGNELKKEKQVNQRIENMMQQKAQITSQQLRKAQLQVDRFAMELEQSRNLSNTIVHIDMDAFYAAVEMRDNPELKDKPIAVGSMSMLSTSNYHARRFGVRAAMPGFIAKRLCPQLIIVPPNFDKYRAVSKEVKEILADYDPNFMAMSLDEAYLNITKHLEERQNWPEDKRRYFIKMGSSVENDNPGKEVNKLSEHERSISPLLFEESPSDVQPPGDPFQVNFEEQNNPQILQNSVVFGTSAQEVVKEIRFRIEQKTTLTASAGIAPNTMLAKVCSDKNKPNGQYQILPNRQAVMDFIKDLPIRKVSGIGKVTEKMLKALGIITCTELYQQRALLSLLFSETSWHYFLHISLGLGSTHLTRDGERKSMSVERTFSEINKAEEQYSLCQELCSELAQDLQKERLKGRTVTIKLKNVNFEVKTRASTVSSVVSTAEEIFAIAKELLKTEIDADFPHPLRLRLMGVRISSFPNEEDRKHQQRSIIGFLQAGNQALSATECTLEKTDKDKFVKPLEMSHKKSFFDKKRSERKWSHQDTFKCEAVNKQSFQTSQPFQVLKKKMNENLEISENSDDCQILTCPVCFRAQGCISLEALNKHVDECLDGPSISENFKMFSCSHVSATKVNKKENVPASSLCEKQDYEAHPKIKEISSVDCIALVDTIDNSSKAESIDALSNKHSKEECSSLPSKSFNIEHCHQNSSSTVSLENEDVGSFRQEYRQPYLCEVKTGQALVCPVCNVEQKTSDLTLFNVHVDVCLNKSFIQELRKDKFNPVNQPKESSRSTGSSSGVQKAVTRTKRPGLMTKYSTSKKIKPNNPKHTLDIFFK
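10 nM Pol kappa was preincubated with compounds for 15 min at room temperature. Reaction started with 50 nM (final) substrate. Fluorescence read kinetically at 0 and 10 min.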
BLM inh = blocks DNA unwinding by human BLM helicase. P54132. Potency, µM (highest dose often 56.1 µM), inactives show at the top dose activity change, negative = inhibition, hits mostly inhibitors. 0.2% of 350,000 active. recombinant BLM DNA unwinding, fluorescence dequenching;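 also: potency is read from the fitted curve at half-maximal effect; plate controls were vehicle for no effect and no enzyme for full effect; nearly all actives have a fitted effect of over 35% in size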
Pol eta inh = inhibitors of human DNA polymerase eta; recombinant Pol eta, fluorescent DNA replication assay; Potency, µM (doses to about 114 µM), for the others: top-dose activity change, negative = inhibition, actives largely listed as inhibitors; 1.2% of 390,000 active; also: potency is read from the fitted curve at half-maximal effect; % is scaled to controls: 0 for no effect and ±100 for the full control effect
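Pol eta at 10 nM preincubated with compounds 15 min at room temperature; reaction started with fluorescent substrate (50 nM final) and read kinetically at 0 and 10 min.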
Pol beta inh = blocks human DNA polymerase beta activity. 1.3% of 340,000 active. P06746. Pol beta primer extension/strand displacement, fluorescence kinetic. Potency, µM (doses to about 114 µM), inactives show at the highest dose activity change, negative = inhibition, hits mostly inhibitors; also: potency is read from the fitted curve at half-maximal effect; % is scaled to controls: 0 for no effect and ±100 for the full control effect
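Enzyme-only controls used 10 nM Pol beta; buffer lacking enzyme served as negative control. Compound preincubated 15 min, then 50 nM substrate added; 0 and 10 min reads at room temperature.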
Pol iota inh = blocks human DNA polymerase iota activity; 1% of 390,000 active; Potency, µM (series often up to 115 µM), inactives show top-dose activity, negative = inhibition, most hits filed as inhibitors; Pol iota fluorescent replication assay, 10 min; Q9UNA4; also: potency is read from the fitted curve at half-maximal effect
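Pol iota at 10 nM preincubated 15 min with compounds at room temperature; reaction started with fluorescent substrate, 50 nM final. Fluorescence read kinetically at 0 and 10 min; buffer-only wells as negative control.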
APEX1 inh = blocks human APE1 abasic DNA cleavage; recombinant APE1, TAMRA/BHQ-2 abasic DNA cleavage fluorescence; Potency, µM (series often up to 65.8 µM), inactives show at the highest dose activity change, negative = inhibition, actives largely listed as inhibitors; 0.35% of 350,000 active;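 also: potency is read from the fitted curve at half-maximal effect; plate controls were vehicle for no effect and reference inhibitor for full effect; nearly all actives have a fitted effect of over 55% in size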
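Substrate: short duplex with […] THF abasic site, 5'-TAMRA and 3'-BHQ-2, 50 nM final. APE1 at 0.75 nM, preincubated 15 min RT with compound. Fluorescence increase from first to third read measured activity.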
RXFP1 antag = RXFP1 (human) relaxin receptor antagonism; 0.59% of 350,000 active; activity change, negative = inhibition, % at 57.5 µM; HEK293-RXFP1, relaxin-stimulated cAMP HTRF, 30 min; hits give low values; Q9HBX9;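 active = activity change of -60% or lower, but not beyond a set lower limit; inconclusive = change between -60% and -40%, or beyond the set limit; inactive = change above -40%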; also: % is scaled to controls: 0 for no effect and ±100 for the full control effect
Numbers without * were called inactive; i = inactive; ? = inconclusive; . = no result given; [ ] = remark or other dose. Unless noted, calls follow the shape of the dose curve; as a rule, active = well fitted curve in the direction sought with a large enough effect; inconclusive = small, poorly fitted or top-dose-only effect, or another doubt; inactive = no such curve, though single readings can be large; an effect the other way counts as inactive or inconclusive.

compound	Pol kappa inh	Pol beta inh	Pol eta inh	Pol iota inh	BLM inh	RXFP1 antag	APEX1 inh	Tb PGK inh	Apoferritin bind
COc1ccc(CCC(=O)OCC(=O)Nc2ccccc2)cc1	-2%	59%	?	58%[activator]	-2%	-13	0%	-9%	-16%
COc1cc2c(cc1OC)C(C)N(S(=O)(=O)c1cn(C)c(C)n1)CC2 (stereo not given)	-15%	-4%	-19%	31%[activator]	-2%	-23	-4%	-5%	4%
Cn1c(=O)[nH]c(=O)c2c1nc(N1CCCCC1)n2CCSc1ncccn1	-7%	.	-13%	?	.	2	.	i	.
Cc1ccc(SCc2[nH]nc3c2C(c2ccco2)C(C#N)=C(N)O3)cc1 (stereo not given)	-3%[60.1 µM]	-23%	-16%	-14%	-4%	-34	-4%	0%	-9%
COC(=O)C1=C(C)N(C)C(C)=C(C(=O)OC)C1c1ccccn1	-10%	15%	-13%	17%	-2%	-7	3%	4%	-8%
COCCNC(=O)C(c1ccc(O)cc1)N(Cc1ccccc1)C(=O)CCC(=O)Nc1ccccn1 (stereo not given)	4%	49%	-1%	2%	-2%	6	-19%	-8%	4%
Cc1ccc(C)c(NC(=O)Cn2nc(C(F)(F)F)cc2C2CC2)c1	-23%	5%	-2%	-37%	-6%	-8	-2%	-2%	-8%
Cc1ncc2c(c1OC(=O)c1ccc([N+](=O)[O-])cc1)COC(C)(C)OC2	-5%	3%	-10%	6%	-8%	-3	10%	-6%	-18%
CCOc1ccc(-c2n[nH]c(C)c2Oc2ccc(OC)cc2)c(O)c1	-4%	0%	-10%	-11%	-22%	4	8%	-1%	?
O=Cc1ccc(OCc2ccc3ccccc3c2)cc1	-1%	1%	-16%	64%[activator]	-5%	-12	-7%	-3%	?
CC(C)=CCN1CCN(C/C(Cl)=C/c2ccccc2)CC1CCO (stereo not given)	1%	1%	-13%	13%	1%	16	1%	-14%	-2%
CC(C)Cc1nnc(NC(=O)CN2C(=O)NC3(CC(C)CC(C)(C)C3)C2=O)s1 (stereo not given)	-6%	.	-19%	2%	.	-18	6%	4%	.

Next part, starting with the last 4 of the part before.
compound	Pol kappa inh	Pol beta inh	Pol eta inh	Pol iota inh	BLM inh	RXFP1 antag	APEX1 inh	Tb PGK inh	Apoferritin bind
CCOc1ccc(-c2n[nH]c(C)c2Oc2ccc(OC)cc2)c(O)c1	-4%	0%	-10%	-11%	-22%	4	8%	-1%	?
O=Cc1ccc(OCc2ccc3ccccc3c2)cc1	-1%	1%	-16%	64%[activator]	-5%	-12	-7%	-3%	?
CC(C)=CCN1CCN(C/C(Cl)=C/c2ccccc2)CC1CCO (stereo not given)	1%	1%	-13%	13%	1%	16	1%	-14%	-2%
CC(C)Cc1nnc(NC(=O)CN2C(=O)NC3(CC(C)CC(C)(C)C3)C2=O)s1 (stereo not given)	-6%	.	-19%	2%	.	-18	6%	4%	.
NS(=O)(=O)c1ccc(CNC(=S)Nc2ccc(Cl)c(Cl)c2)cc1	-8%	-2%	-23%	23%	-6%	1	-4%	-13%	-19%
CCOC(=O)c1c(N)sc2c(OC)c(Br)ccc12	3%	4%	-6%	2%	-22%	-9	8%	-3%	-15%
O=C(Nc1ccc(Nc2ccncc2)cc1)c1ccc([N+](=O)[O-])cc1	2%	?	-13%	-3%	-4%	4	-4%	i	3%
O=C1NC(=O)/C(=C\c2ccccc2OCc2cccc([N+](=O)[O-])c2)N1	0%	?	-12%	-30%	-10%	-11	7%	-6%	1%
CCCN(CCC)CCCNC(=O)C1CCCN(Cc2nc(-c3ccc(Cl)cc3)oc2C)C1 (stereo not given)	-5%	18%	-4%	-13%	-10%	.	.	8%	54%[activator]
CC(C)n1cc(-c2ccc(Cl)cc2)cc(C#N)c1=O	-24%	5%	-5%	-3%	-12%	-8	-10%	2%	-22%
COc1cccc(/C=N/Nc2ncc(C(F)(F)F)cc2Cl)c1O	4%	-9%	-6%	2%	0%	-12	-4%	-10%	-5%
O=C(O)c1cccc2c1C(=O)N(CC1CCCO1)C2 (stereo not given)	-1%	11%	3%	85%[activator]	-4%	-1	10%	10%	-3%
CCOc1ccc(N2CC(C(=O)NNC(=O)c3ccc(Br)cc3)CC2=O)cc1 (stereo not given)	2%	.	?	8%	.	1	41%[activator]	-11%	.
O=C(c1cc([N+](=O)[O-])[nH]n1)N1CCSCC1	-4%	2%	-3%	64%[activator]	4%	-11	-7%	-1%	38%[activator]
CC(=O)NC1=NN(C(C)=O)C(c2ccco2)S1 (stereo not given)	-14%	-16%	-1%	206%[activator]	-2%	15	0%	-1%	-3%
CCOC(=O)/C(C#N)=C\c1ccc(OC)c(OC)c1	2%	5%	-4%	64%[activator]	-2%	2	2%	-12%	-5%

compound	Pol kappa inh	Pol beta inh	Pol eta inh	Pol iota inh	BLM inh	RXFP1 antag	APEX1 inh	Tb PGK inh	Apoferritin bind
CC(=O)NC(CC(=O)NCCOc1ccccc1F)c1ccccc1 (stereo not given)	2%	-12%	-7%	26%	-1%	-11	15%[12.4 µM]	-9%	-13%
CC(=O)c1c(C)oc2c1cc(NS(=O)(=O)c1c(C)cc(C)cc1C)c1ccccc12	-17%[60.1 µM]	-12%	-13%	12%	-5%	.	.	10%	-7%
CCOC(=O)c1ccc(N2C(=O)c3n[nH]c(-c4ccco4)c3C2c2ccc([N+](=O)[O-])cc2)cc1 (stereo not given)	-19%	-8%	-20%	4%	-10%	-8	-10%	-5%	-6%
Cc1coc2cc3oc(=O)c(CCC(=O)N[C@@H](CCCNC(N)=O)C(=O)O)c(C)c3cc12	-18%	55%	-3%	?	1%	9	39%[activator]	0%	21%
NS(=O)(=O)c1ccc(CNC(=O)c2ccncc2)cc1	9%	2%	5%	10%	-4%	3	14%	-1%	-5%
CC(C(c1ccc2c(c1)OCO2)c1c(N)n(C)c(=O)n(C)c1=O)[N+](=O)[O-] (stereo not given)	-3%	.	10%	14%	.	6	.	-1%	.
CN(C)S(=O)(=O)c1cccc(NC(=O)c2ccc(NS(=O)(=O)c3cccs3)cc2)c1	-8%	.	-16%	4%	.	-8	21%	i	.
CCC(CC)c1nnc(NC(=O)C2CC(=O)N(CCc3ccc(F)cc3)C2)s1 (stereo not given)	-18%	-1%	-13%	?	-14%	-37	38%	-1%	?
CCOC(=O)c1ccc(N2CCN(c3ccc(F)cc3)CC2)c(NC(=O)Nc2ccc(CC)cc2)c1	-10%[60.1 µM]	7%	-2%	?	-9%	28	.	9%	33%[activator]
Cc1nn(C)c(C)c1S(=O)(=O)N(CC(=O)NCCCOC(C)C)c1ccc(C(C)C)cc1	-2%	-1%	-13%	10%	-1%	13	-1%	-1%	-6%
Cc1cccn2c(CN(C)C3CCCc4ccccc43)c(C(=O)N3CCOCC3)nc12 (stereo not given)	-2%	-1%	-13%	68%[activator]	-4%	1	4%	7%	-16%
CCOc1ccccc1N1CC(c2nc3ccccc3n2CCOc2ccccc2OC)CC1=O (stereo not given)	-14%	5%	-12%	10%	-5%	-1	.	4%	218%[activator]

compound	Pol kappa inh	Pol beta inh	Pol eta inh	Pol iota inh	BLM inh	RXFP1 antag	APEX1 inh	Tb PGK inh	Apoferritin bind
Cc1ccc(C)c(N2CCN(CCCNC(=O)Cn3cccc3C(=O)c3ccccc3C)CC2)c1	-10%	-26%	-16%	103%[activator]	-12%	-30	0%	7%	-15%
COc1ccccc1-c1ccc(=O)n(CC(=O)NC(C)(C)C)n1	-4%	26%	-9%	20%	-1%	-7	15%	i	?
CC1(C)CC2CC(C)(CN2C(=O)C23CCC(C)(C(=O)C2)C3(C)C)C1 (stereo not given)	-12%	-1%	-12%	7%	0%	2	0%	i	-7%
COc1ccc(C(CNC(=O)c2ccc(NS(=O)(=O)c3ccc(F)cc3)cc2)N2CCOCC2)cc1 (stereo not given)	-19%	-1%	-14%	13%	-1%	-5	-10%	0%	-4%
CCOC(=O)c1sc(N2C(=O)C(O)=C(C(=O)c3ccc(C)o3)C2c2ccc(OC)c(OC)c2)nc1C (stereo not given)	-6%	-12%	-8%	9%	-3%	12	2%	-5%	-11%
COC(=O)c1cc(NC(=O)CC2NC3CCCCC3NC2=O)cc(C(=O)OC)c1 (stereo not given)	4%	3%	-4%	12%	-3%	21	-3%	-4%	-8%
Cc1ccc(N(C)S(=O)(=O)c2c(C)[nH]c(C)c2C(=O)N2CCCC2)cc1	-2%	13%	-19%	59%[activator]	0%	-2	15%	4%	2%
Cc1ccc(C(C)(C)C)c(OCC(=O)NCCc2nc3ccccc3[nH]2)c1	1%	-5%	.	5%	-2%	-11	.	.	-4%
CCc1cc(C(=O)N2CCCC(N3CCN(c4cccc(C(F)(F)F)c4)CC3)C2)n(C)n1 (stereo not given)	-15%	0%	-11%	0%	-3%	-20	52%	-1%	-16%
Cc1ccc2nc(SCc3ccc([N+](=O)[O-])cc3)nc(C)c2c1	1%	-30%	-4%	28%	-1%	2	-4%	i	-3%
Cc1ccc(-n2c(O)c(C=NCc3ccccn3)c3ccccc3c2=O)cc1	-15%	7%	1%	4%	-1%	6	-3%	1%	-13%
O=C(COc1ccc(S(=O)(=O)N2CCCC2)cc1Cl)NCc1cccnc1	-11%	-18%	1%	2%	-5%	-5	11%	i	-12%

compound	Pol kappa inh	Pol beta inh	Pol eta inh	Pol iota inh	BLM inh	RXFP1 antag	APEX1 inh	Tb PGK inh	Apoferritin bind
CCOC(=O)C(NS(=O)(=O)c1ccccc1)(C(F)(F)F)P(=O)(OCC(C)C)OCC(C)C (stereo not given)	-8%	12%	-3%	?	-1%	9	19%	13%	-16%
COCCCN1C(=O)C(=O)/C(=C(/O)c2ccc(S(=O)(=O)N3CCOCC3)cc2)C1c1ccc(Cl)cc1 (stereo not given)	-13%	45%	-4%	-16%	4%	-17	-12%	2%	-10%
COc1ccc(S(=O)(=O)N2CCC(C(=O)NCCc3c[nH]c4ccccc34)CC2)cc1	-14%	2%	-14%	-19%	-4%	-2	-16%	-4%	-4%
Cc1nnc(C)n1/N=C/c1cccs1	9%	29%	6%	3%	-1%	0	13%	-8%	-5%

Only part of the results is shown. The share of hits here may be higher or lower than overall.
